Screening results from PubChem BioAssay.
PP5 primary: PP5 phosphatase inhibitors, primary screen, biochemical, fluorescence | AID 1987, 2009 | hit rate 0.18% among 320,000 | Serine/threonine-protein phosphatase 5 (Homo sapiens), P53041 | purified PP5c, OMFP substrate fluorescence | inhibition, % at 6.7 µM;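 active = inhibition above the campaign's mean inhibition across all tested compounds plus 3 SD, cut at about 9.5% in these data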;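 also: 0% = DMSO only and 100% = 100 µM cantharidin control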
PP1 inh: PP1-alpha phosphatase inhibitors, primary screen, counter-screen for PP5 inhibitor project, biochemical, fluorescence, OMFP substrate, single point; AID 2235, 2010; hit rate 0.9% among 320,000; purified PP1alpha; inhibition, % at 6.7 µM;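 active = inhibition above the mean inhibition of all tested compounds plus 3 SD, computed separately for each screening campaign, cut at about 15% in these data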
GRK2 aptamer HTS: compounds blocking aptamer binding on GRK2 – biochemical, human GRK2, bead flow cytometry, HTS, primary screen | Beta-adrenergic receptor kinase 1 (Homo sapiens), P25098 | FAM-aptamer displacement from GRK2 | inhibition of aptamer binding, % at 10 µM | hit rate 0.59% among 330,000;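 active = inhibition of aptamer binding above 40%, roughly 3 SD of noise, on plates passing a quality check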;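 also: median bead fluorescence of bound FAM aptamer so fluorescent compounds give negative values; no value below 0 was filed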
Target sequence (P25098 whole entry, looked up): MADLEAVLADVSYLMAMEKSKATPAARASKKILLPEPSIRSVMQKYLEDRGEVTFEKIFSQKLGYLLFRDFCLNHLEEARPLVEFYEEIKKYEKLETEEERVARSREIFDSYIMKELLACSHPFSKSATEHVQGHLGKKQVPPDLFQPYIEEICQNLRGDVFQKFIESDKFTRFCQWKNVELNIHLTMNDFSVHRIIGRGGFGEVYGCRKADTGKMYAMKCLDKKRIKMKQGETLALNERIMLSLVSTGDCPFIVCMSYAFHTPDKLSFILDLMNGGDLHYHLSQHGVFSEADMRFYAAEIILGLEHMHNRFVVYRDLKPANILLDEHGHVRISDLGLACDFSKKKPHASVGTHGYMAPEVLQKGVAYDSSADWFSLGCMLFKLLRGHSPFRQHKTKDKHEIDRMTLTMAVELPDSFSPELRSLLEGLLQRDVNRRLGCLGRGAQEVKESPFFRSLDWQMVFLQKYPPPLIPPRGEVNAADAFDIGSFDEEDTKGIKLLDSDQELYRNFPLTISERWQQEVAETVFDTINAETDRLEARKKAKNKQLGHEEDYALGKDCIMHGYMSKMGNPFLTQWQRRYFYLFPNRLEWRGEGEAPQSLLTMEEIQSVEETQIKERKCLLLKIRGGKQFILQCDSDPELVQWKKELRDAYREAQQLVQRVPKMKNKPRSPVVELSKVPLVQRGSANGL
Fh CTSL1 inh: Fasciola hepatica cathepsin L1 inhibitors, primary screen, counter-screen for PFM18AAP inhibitor project, biochemical, QFRET, fluorogenic peptide substrate | recombinant F. hepatica cathepsin L1, Z-Leu-Arg-MCA fluorescence | inhibition, % at 5.96 µM | hit rate 0.49% among 300,000 | AID 1906, 2009;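 active = inhibition above the mean of all tested compounds plus 3 SD, set per screening campaign, cut at about 17% in these data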;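 also: 0% = plate median of test compound wells and 100% = 1 µM Z-Phe-Ala-diazomethylketone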
procasp7 counter: procaspase-7 activators, primary screen, counter-screen for procaspase-3 activator project, biochemical, absorbance, HTS, human. Caspase-7 (Homo sapiens), P55210. recombinant procaspase-7, Ac-DEVD-pNA absorbance 405 nm; D23A/D198A/D206A triple mutant, cannot self-cleave; scale: DMSO 0, 5 µM enzyme 100. hit rate 0.093% among 330,000. activation, % at 8.5 µM;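 active = percent activation above the screen-wide mean plus 3 SD, cut at about 25% in these data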
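Assay system: Uncleavable procaspase-7 mutant enzyme / Input: 2 µM procaspase-7 mutant as dispensed / Dosing: single nominal 8.5 µM compound dose, 0.8% DMSO final / Timing: 1 h enzyme–compound preincubation and 2 h substrate reaction, both 25 °C / Detection: p-Nitroaniline absorbance at 405 nm, read at 0 and 120 min / Replication: singlicate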
GASC-1 inh: inhibitors of GASC-1 histone demethylase, primary screen, biochemical, fluorescence, DELFIA europium; Lysine-specific demethylase 4C (Homo sapiens), Q9H3R0; inhibition, % at 2.35 µM; AID 2099, 2009; hit rate 0.069% among 330,000; GST-JMJD2C(1-420) H3K9me3 demethylation;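 active = more than half of a compound's replicate wells show inhibition beyond 50%, single wells judged on their own value; inconclusive = some, but no more than half, of replicates pass 50% inhibition; inactive = no replicate passes 50% inhibition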;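 also: signal counts dimethyl H3K9 product captured on neutravidin plate; 0% = median of DMSO wells and 100% = 0.3 times that DMSO median; strong numbers were not always called active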
Target sequence (Q9H3R0 1-420 limits assumed): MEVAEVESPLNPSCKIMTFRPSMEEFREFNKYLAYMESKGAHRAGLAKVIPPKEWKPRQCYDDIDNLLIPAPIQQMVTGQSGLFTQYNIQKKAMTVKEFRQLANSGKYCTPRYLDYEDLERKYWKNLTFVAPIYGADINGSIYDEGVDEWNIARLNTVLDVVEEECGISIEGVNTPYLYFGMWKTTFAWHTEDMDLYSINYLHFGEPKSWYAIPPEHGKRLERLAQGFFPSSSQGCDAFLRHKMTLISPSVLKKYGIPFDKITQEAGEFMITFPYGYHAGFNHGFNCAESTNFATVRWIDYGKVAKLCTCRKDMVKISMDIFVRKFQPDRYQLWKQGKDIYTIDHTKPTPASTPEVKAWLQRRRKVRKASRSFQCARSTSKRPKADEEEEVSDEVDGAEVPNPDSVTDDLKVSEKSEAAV
VLA-4 inh: inhibition in human VLA-4 binding assay, primary screen, VLA-4 allosteric modulator project, MLPCN library, flow cytometry, VLA-4 expressing cells | ligand binding flow cytometry | inhibition, % (about 7 µM as worked out from the volumes in the protocol) | hit rate 0.2% among 330,000; in the data active = inhibition above about 50%
proCasp3 act: activators of human procaspase-3 D3A mutant, primary screen, biochemical, absorbance, PC-3 D3A mutant, single concentration; Caspase-3 (Homo sapiens), P42574; recombinant procaspase-3 D3A, Ac-DEVD-pNA absorbance 405 nm; activation, % at 8.5 µM; hit rate 0.11% among 330,000;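 active = activation above the mean of all tested compounds plus 3 SD, cut at about 21% in these data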;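 also: 0% = DMSO alone and 100% = DMSO wells spiked with extra 5 µM PC-3 D3A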
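Test system: Procaspase-3 D3A mutant, all three cleavage aspartates alanine | Dosing: Single dose, 8.5 µM nominal compound, 0.8% DMSO | Schedule: 1 h preincubation, 2 h reaction | Technique: 405 nm absorbance of p-nitroaniline, reads at 0 and 120 min | Repeats: One well per compound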
core dimer inh: inhibitors of HCV core protein dimerization, primary screen, biochemical, TR-FRET, high-throughput; TR-FRET GST/Flag-core106 dimerization, 1536-well; inhibition, % at 5 µM; hit rate 0.33% among 300,000;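 active = inhibition above the mean of all tested compounds plus 3 SD, set per screening campaign, cut at about 45% in these data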
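Material: GST/Flag-tagged HCV core106 proteins. Incubation: 4 h, 22.5 °C incubation. Read-out basis: inhibition (%) from 671 over 617 nm ratio. Measured by: TR-FRET, excitation 340 nm, emission 617 and 671 nm.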
* = called active by the depositor; i = inactive; u = inconclusive; x = no result given.

compound	PP5 primary	PP1 inh	GRK2 aptamer HTS	Fh CTSL1 inh	procasp7 counter	GASC-1 inh	VLA-4 inh	proCasp3 act	core dimer inh
CCN1CCN(Cc2ccc(NC(=O)Nc3ccccc3OC)cc2)CC1	0.2	-4	0	1	4	-4	8	-1	-6
CN(C(=O)c1ccccc1C(=O)OCC(=O)Nc1ccc(OC(F)F)cc1)c1ccccc1	3.4	0	0	x	-4	2	14	-5	x
CCOC(=O)N1CCC(NC(=O)C(C)n2c3ccccc3c3cnn(C)c(=O)c32)CC1 (stereo not drawn)	1.1	-1	4	0	-3	13	8	8	8
CC(C)(C)c1ccc(-c2noc(CCC(=O)NCC3CCCO3)n2)cc1 (stereo not drawn)	-0.1	2	0	0	0	14	-8	-4	-3
Cc1cccc(NC(=O)Nc2ccc(Oc3c(F)c(F)c(F)c(F)c3F)cc2)c1	1.1	0	0	-1	12	2	12	6	10
CCCN(C(=O)C1CC(=O)N(c2ccccc2C(C)CC)C1)C1CCS(=O)(=O)C1 (stereo not drawn)	-1.9	-4	0	x	0	5	3	1	x
O=C(c1cccc(N2C(=O)C3C4C=CC(C4)C3C2=O)c1)N1CCCc2ccccc21 (stereo not drawn)	1.7	-4	0	5	-1	-1	0	3	2
O=C(NCc1ccco1)c1cnc2n(c1=O)CCS2	-0.2	-2	0	4	-1	-3	-4	1	-4
OC(CNC1Cc2ccccc2C1)COc1ccc(Cl)cc1 (stereo not drawn)	3.3	-2	0	1	10	-3	1	1	9
COc1ccc(-c2ccccc2)cc1NCc1ccc(OC)c(OC)c1	2.7	-4	0	2	-8	i	35	-10	-3
CC(=O)Nc1cccc(NC(=O)C2CC3CCC2C3)c1 (stereo not drawn)	2.8	-7	1	-2	2	9	21	-2	-1
CC(=O)c1cccc(NC(=O)N2CCCC2C(=O)NCc2ccc3c(c2)OCO3)c1 (stereo not drawn)	2.4	-1	0	-4	4	-1	8	5	0
CC(C)(C)Nc1c([N+](=O)[O-])c(=O)sc2ccccc12	2.2	-1	3	2	5	-16	5	5	4
COc1ccccc1C(=O)Oc1cc(N)n(S(=O)(=O)c2ccccc2)n1	4.0	-2	2	-8	-30	24	7	-18	7
O=C(N=C1SC2CS(=O)(=O)CC2N1Cc1ccc(F)cc1)C1CCCO1 (stereo not drawn)	0.5	-2	0	3	-3	u	5	-2	-4

Gathered by group, the entries above with fluorine
compound	PP5 primary	PP1 inh	GRK2 aptamer HTS	Fh CTSL1 inh	procasp7 counter	GASC-1 inh	VLA-4 inh	proCasp3 act	core dimer inh
CN(C(=O)c1ccccc1C(=O)OCC(=O)Nc1ccc(OC(F)F)cc1)c1ccccc1	3.4	0	0	x	-4	2	14	-5	x
Cc1cccc(NC(=O)Nc2ccc(Oc3c(F)c(F)c(F)c(F)c3F)cc2)c1	1.1	0	0	-1	12	2	12	6	10
O=C(N=C1SC2CS(=O)(=O)CC2N1Cc1ccc(F)cc1)C1CCCO1 (stereo not drawn)	0.5	-2	0	3	-3	u	5	-2	-4

Next part
compound	PP5 primary	PP1 inh	GRK2 aptamer HTS	Fh CTSL1 inh	procasp7 counter	GASC-1 inh	VLA-4 inh	proCasp3 act	core dimer inh
O=C(Nc1ccc(NC(=S)NC(=O)c2ccccc2Cl)cc1)c1cccc(Cl)c1	2.3	-2	1	2	3	-2	-3	-4	17
O=C(Cc1ccc(Cl)cc1)NNc1c(F)c(F)cc(F)c1F	-2.7	-1	1	2	3	-6	-8	-13	-1
CCOC(=O)c1[nH]c2ccccc2c1NC(=O)CC(C)(C)C	-0.2	-4	0	1	-4	-2	15	3	2
Cc1cccc(-c2nc(CN3CCCC(C(=O)NC4CCC(C)CC4)C3)c(C)o2)c1 (stereo not drawn)	4.7	4	0	1	-13	6	4	7	-2
COc1cc2cc(CCOC(=O)c3ccc(C#N)cc3)oc(=O)c2cc1OC	-1.5	0	0	x	12	1	5	-8	x
COc1ccc(-n2c(Cc3cccn3C)nnc2SCC(=O)Nc2nc(C)cs2)cc1	2.5	-4	5	-4	-18	-1	-4	-15	6
Oc1[nH]c2ccccc2c1N=NC(=S)N1CCOCC1	-1.9	2	0	2	-20	-3	12	-8	-4
CC(C)CC(NC(=O)C1CCC(C)CC1)C(=O)Nc1ccccn1 (stereo not drawn)	-0.7	-1	0	4	2	-5	0	0	-1
CC(C)CCn1c(=O)c2ccccc2n2c(CCl)nnc12	1.4	-2	0	3	-3	6	3	-10	6
CC1CCCN(C(=O)Cn2nnc(-c3ccccc3F)n2)C1 (stereo not drawn)	1.6	-3	0	-5	7	-5	-2	-2	-6
COc1ccc(/C=C/C(=O)NC(=S)N2CCSCC2)cc1	0.1	-6	2	0	2	-26	-239	-4	5
CN(C)CCCN(C(=O)c1ccc(S(=O)(=O)N2CCc3ccccc32)cc1)c1nc2ccc(F)cc2s1	1.6	6	0	1	-4	-8	7	-2	-1
NC(=O)C[n+]1cccc2ccccc21	-0.2	-2	0	5	4	-9	-17	-2	-1
Cc1cc(NC(=O)CSc2nnc(Cc3ccccc3)o2)no1	1.7	-2	0	-1	14	0	6	2	-7
CC(=O)Nc1ccc(OC(=O)c2cc3cc(Br)cc(Br)c3oc2=O)cc1	1.0	5	95*	6	3	-3	-18	2	-1

Next part:
compound	PP5 primary	PP1 inh	GRK2 aptamer HTS	Fh CTSL1 inh	procasp7 counter	GASC-1 inh	VLA-4 inh	proCasp3 act	core dimer inh
COc1ccc(N2C(=O)C(Cl)=C(Oc3cccc(OC)c3)C2=O)cc1	2.3	3	0	-3	-4	-4	16	-5	-5
Cc1ccccc1C(=O)Nc1ccc(Br)c(C)n1	3.1	1	0	1	2	15	-4	-1	-4
O=C(NNC(=O)C1C2C=CC(C2)C1C(=O)O)c1ccccc1O (stereo not drawn)	1.3	-6	5	-3	7	-3	-3	6	0
CCCN(CC(=O)Nc1ccccc1C)C(=O)C1CC(=O)N(c2ccccc2C(C)CC)C1 (stereo not drawn)	1.4	0	0	x	-2	7	-13	-3	x
NNC(=O)CN1C(=O)Nc2ccc(Br)cc2C1c1ccccc1 (stereo not drawn)	2.1	1	0	1	-3	-20	11	-9	1
O=S(=O)(CCNCc1cccs1)c1ccc(Cl)cc1	-1.0	-1	1	2	5	-16	-3	1	0
COc1ccc(C2NC(=O)c3ccccc3O2)c(OC)c1OC (stereo not drawn)	1.6	1	0	2	2	2	12	9	-2
CCOC(=O)C1(S(=O)(=O)c2ccccc2)CCN(Cc2ccc(Cl)cc2)CC1	5.5	-4	2	5	0	0	74*	-6	1
CCN(CC(=O)NCc1cccs1)C(=O)c1cccc(S(=O)(=O)Nc2cccc(C)c2)c1	-0.5	3	0	x	-7	5	-1	4	x
CC(=O)Oc1ccc(/C(C)=N/N2CCN(Cc3ccc(C)cc3)CC2)cc1	0.8	-2	1	-2	2	28	3	1	7
CCN(CC)S(=O)(=O)c1ccc(N2CCOCC2)c(NC(=O)CC2OC(=O)c3ccccc32)c1 (stereo not drawn)	-0.2	6	2	4	-12	13	-3	0	-3
O=c1oc(-c2cccc(Cl)c2)nc2c1cnn2-c1ccccc1	0.4	2	3	-4	0	38	18	2	2
O=[N+]([O-])c1ccccc1/C=C/CN1CCSCC1	-0.6	-1	5	-3	3	5	10	-1	8
O=C(Nc1ccc(Br)cc1)C(c1ccccc1)c1ccccc1	5.2	-2	0	-3	-2	-4	-14	3	-5
COc1cc(S(=O)(=O)NCc2ccncc2)c(OC)cc1Cl	0.4	-3	8	-2	7	2	1	3	8

Remaining list, next part:
compound	PP5 primary	PP1 inh	GRK2 aptamer HTS	Fh CTSL1 inh	procasp7 counter	GASC-1 inh	VLA-4 inh	proCasp3 act	core dimer inh
N#CC1(NC(=O)CSc2nnc(C3CC3)n2C2CC2)CCCCC1	0.7	-3	0	x	7	8	-2	6	x
CC(C)C(NC(=O)c1ccc(F)cc1)C(=O)Nc1cccnc1 (stereo not drawn)	0.4	-3	0	0	-7	7	-1	4	-1
Cc1ccccc1NC(=O)c1sc(NC(=O)C2CC2)nc1C	0.5	-3	0	7	0	9	4	-5	7
CC(=O)[C@@H]1[C@@H](C(=O)c2ccc(C)cc2)[C@]2(C(=O)Nc3ccccc32)[C@H]2C=Cc3cc(F)ccc3N12	0.7	2	0	0	-18	-4	-78	-2	17
CCC(C)N(C(=O)COC(=O)/C=C/c1ccc(O)c(OC)c1)C1CCS(=O)(=O)C1 (stereo not drawn)	1.7	-1	2	-1	-5	-7	22	2	-6
CCc1cccc(OCCCCNCCOC)c1	-1.8	1	0	-3	7	7	-5	8	-2
CCCCN1CC(=O)N2[C@H]3c4ccc(OC)cc4OC[C@@H]3[C@H](c3ccccc3)[C@]2(C)C1=O	-0.3	-1	2	x	3	0	14	8	x
O=C(c1cc(-c2ccncc2)nc2c(Cl)cccc12)N1CCN(c2ccccc2F)CC1	3.5	5	0	5	11	4	32	1	22
O=[N+]([O-])c1ccc(O)c(NC(=S)Nc2ccccc2)c1	2.7	2	0	0	-12	-7	8	-8	1
CCOc1ccc(Cc2nc(C)c(CC(=O)N3CCOCC3)c(=O)[nH]2)cc1	0.9	-6	1	-2	4	-28	5	7	-2
O=C(NC1CCN(C(=O)NCc2ccccc2)CC1)c1cccc(F)c1	0.1	3	1	2	-1	-7	5	-3	-6
Cc1ccc2cc3cc(C(=O)NC4CC4)oc3nc2c1	-0.6	3	1	4	3	-27	2	-1	11
COc1ccc(CCNC(=O)c2cc3c(=O)n4cccc(C)c4nc3n(Cc3ccco3)c2=N)cc1OC	1.5	5	0	4	-9	1	-7	-7	4
Cc1ccc(C)c(-n2cc(CNCCCn3cccn3)c(-c3ccccc3)n2)c1	-1.3	-3	0	-2	2	5	7	0	-1
CCC(C)c1ccc(NC(=O)Nc2cnccn2)cc1 (stereo not drawn)	3.2	1	1	1	6	3	2	2	5

(cont.)
compound	PP5 primary	PP1 inh	GRK2 aptamer HTS	Fh CTSL1 inh	procasp7 counter	GASC-1 inh	VLA-4 inh	proCasp3 act	core dimer inh
CC(C)Cc1c(O)nc(SCC(=O)Nc2ccc3c(c2)CCC3)[nH]c1=O	1.1	-2	2	0	8	8	8	8	10
COCCn1c(C)cc(C(=O)COC(=O)c2cccnc2SC)c1C	x	x	1	x	10	1	-7	-1	x
Cc1n[nH]c(=S)n1/N=C/c1cccc(OCc2ccccc2)c1	-1.2	3	1	-1	-6	24	8	-5	8
Cc1cc2ccccc2nc1SCC(=O)Nc1nc(-c2ccccc2)cs1	-0.2	0	0	2	6	-3	24	-12	-3
NC(=S)NNC(=O)c1ccccc1Cl	-3.8	-7	0	9	4	-4	3	9	-2
